hERG protect = hERG rescue from dofetilide block, primary screen, cell-based, CHO-hERG, FluxOR thallium flux, dofetilide IC70 | dofetilide IC70 present | Voltage-gated inwardly rectifying potassium channel KCNH2 (Homo sapiens), Q12809 | activation (rescue from dofetilide block), less the hit threshold, % at 10 µM | actives 0.51% (n = 310,000);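 active means activation above the mean of controls blocked by dofetilide plus 5 SD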;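 further: thallium influx through hERG after potassium depolarization seen as dye fluorescence rise; in these data hits start at about 4.7%; inactives centre near -7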
RGS4 act = RGS4 potentiators or activators, primary screen, cell-based, HEK293 M3R inducible RGS4, calcium flux | carbachol calcium flux Fluo4; hits give low values | B-score at 10 µM | actives 0.92% (n = 310,000) | AID 463111, 2010;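 active means B-score of the integrated calcium signal more than 4 SD below the library mean, with starting fluorescence not abnormally high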;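 further: negative B-score means reduced calcium response which marks RGS4 activation or potentiation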
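System: HEK293 FlpIn-TREx cells, stable M3R, doxycycline-inducible RGS4. Timing: overnight RGS4 induction, 30 min dye load 37 °C, 20 min compound RT. Also added: carbachol, ECmax concentration. Measured by: Fluo4 fluorescence kinetic imaging of calcium. Evaluation: integrated calcium ratio converted to B score.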
PolyA inhibitor = polyadenylation inhibitors in yeast reporter cells, primary screen, luminescence, S. cerevisiae; S. cerevisiae SKY197-pL101 polyadenylation reporter, beta-gal luminescence; efflux-impaired pdr1/pdr3 knockout yeast; score 100 = 6 SD above DMSO; calls only at 12 µM; actives 0.02% (n = 300,000); AID 1875, 2009;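 active means lowest replicate activity score at least 50, where 100 means six control SD above control mean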;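 further: yeast exposed to compound for 9 h at 30 °C; higher score means more reporter readthrough which indicates perturbed polyadenylation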
GSK3B inh = human GSK3beta kinase inhibitors, primary screen, biochemical, cell-free homogeneous, HTS. GST-GSK3beta kinase, ADP-Glo luminescence, 60 min; hits give low values. actives 0.038% (n = 300,000). activity score (negative = inhibition), % at 10 µM;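 active means more than half of replicate wells score below -50%, meaning over 50% inhibition versus plate controls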;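 further: 0% = median DMSO wells and -100% = median GW8510 positive control wells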
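Assay system: GST-tagged human GSK3beta kinase, cell-free; Input: 1.6 ng GSK3beta; Medium: Tris/MgCl2 kinase buffer; Timing: 60 min enzyme reaction, room temperature; Signal: ADP-Glo luminescence quantifying ADP generated by kinase; Evaluation: score relative to plate controls; Benchmarks: DMSO neutral wells and GW8510 at 20 µM as positive.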
GSK3A inh = blockers of GSK3A enzyme activity – biochemical, luminescence, cell-free homogeneous, HTS, primary screen | Glycogen synthase kinase-3 alpha (Homo sapiens), P49840 | GSK-3 alpha kinase, ADP-Glo luminescence, 60 min | inhibition, % at 10 µM | actives 0.1% (n = 320,000);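 in the data active means inhibition above about 50%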;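 further: GST-tagged GSK-3 alpha with peptide substrate and 25 µM ATP; 0% = DMSO neutral wells and 100% = GW8510 positive control wells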
KCNK9 block = KCNK9 potassium channel inhibitors, primary screen, HEK293 cells, thallium flux; AID 488922, 2010; FluxOR thallium flux fluorescence; hits give low values; actives 1.2% (n = 310,000); B-score at 10 µM;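 active means ratio B-score over 3 SD below the library mean, with starting fluorescence within 5 SD of its mean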;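 further: negative B-score means less thallium flux so channel inhibition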
Target sequence (Q9NPC2 whole entry, looked up): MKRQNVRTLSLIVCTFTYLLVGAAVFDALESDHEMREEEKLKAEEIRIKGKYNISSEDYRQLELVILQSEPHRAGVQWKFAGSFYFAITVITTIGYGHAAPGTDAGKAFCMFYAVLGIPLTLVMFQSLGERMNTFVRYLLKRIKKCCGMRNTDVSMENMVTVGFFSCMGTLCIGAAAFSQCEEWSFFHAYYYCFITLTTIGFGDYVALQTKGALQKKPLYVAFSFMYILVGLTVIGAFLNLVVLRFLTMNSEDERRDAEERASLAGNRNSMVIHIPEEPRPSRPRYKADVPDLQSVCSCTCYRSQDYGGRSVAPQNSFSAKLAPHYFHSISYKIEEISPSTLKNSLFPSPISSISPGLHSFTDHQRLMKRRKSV
Dyrk1A ADPGlo = rat Dyrk1A kinase inhibitors, primary screen, biochemical, single point, plate reader | Dual specificity tyrosine-phosphorylation-regulated kinase 1A (Rattus norvegicus), Q63470 | ADP-Glo luminescence, NFATc1 peptide | inhibition, % at 12.5 µM | AID 504441, 2011 | actives 0.43% (n = 310,000); in the data active means inhibition above about 50%;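 further: plate controls were vehicle with enzyme for no effect and no enzyme for full effect; many of its hits are not listed in these tables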
RGS4 block = RGS4 inhibitors, primary screen, cell-based, HEK293 M3R inducible RGS4, calcium flux | Regulator of G-protein signaling 4 (Homo sapiens), P49798 | actives 0.45% (n = 310,000) | Fluo-4 calcium flux; hits give high values; triggered by carbachol at its EC20 | AID 463165, 2010 | B-score at 10 µM;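 active means B-score, a plate-corrected calcium signal, over three deviations above library mean, with baseline fluorescence within five deviations of library mean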;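 further: RGS4 expression induced by doxycycline in cells with stable M3 receptor; B-score is computed from the integrated fluorescence ratio over baseline after carbachol; higher B-score means a larger calcium signal and so more RGS4 inhibition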
KCNK3 block = human KCNK3 channel inhibitors, primary screen, CHO cells, FluxOR thallium flux, B-score; FluxOR fluorescence; hits give low values; B-score at 10 µM; actives 0.84% (n = 340,000);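 active means B-score under library mean minus 4 SD, starting fluorescence ratio at most library mean plus 5 SD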;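 further: more negative B-score means stronger inhibition of thallium flux through KCNK3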
KCNQ1 block = inhibitors of human KCNQ1 channel, primary screen, cell-based, thallium flux, high-throughput; actives 1.3% (n = 310,000); Potassium voltage-gated channel subfamily KQT member 1 (Homo sapiens), P51787; B-score at 10 µM; CHO-K1 KCNQ1, FluxOR thallium flux fluorescence; hits give high values;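 active means compounds whose thallium flux B-score, printed positive for inhibition, exceeds three library SD while starting fluorescence stays within three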;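 further: channel opened by potassium depolarization with thallium stimulus after 20 min compound exposure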
Target sequence (P51787 whole entry, looked up): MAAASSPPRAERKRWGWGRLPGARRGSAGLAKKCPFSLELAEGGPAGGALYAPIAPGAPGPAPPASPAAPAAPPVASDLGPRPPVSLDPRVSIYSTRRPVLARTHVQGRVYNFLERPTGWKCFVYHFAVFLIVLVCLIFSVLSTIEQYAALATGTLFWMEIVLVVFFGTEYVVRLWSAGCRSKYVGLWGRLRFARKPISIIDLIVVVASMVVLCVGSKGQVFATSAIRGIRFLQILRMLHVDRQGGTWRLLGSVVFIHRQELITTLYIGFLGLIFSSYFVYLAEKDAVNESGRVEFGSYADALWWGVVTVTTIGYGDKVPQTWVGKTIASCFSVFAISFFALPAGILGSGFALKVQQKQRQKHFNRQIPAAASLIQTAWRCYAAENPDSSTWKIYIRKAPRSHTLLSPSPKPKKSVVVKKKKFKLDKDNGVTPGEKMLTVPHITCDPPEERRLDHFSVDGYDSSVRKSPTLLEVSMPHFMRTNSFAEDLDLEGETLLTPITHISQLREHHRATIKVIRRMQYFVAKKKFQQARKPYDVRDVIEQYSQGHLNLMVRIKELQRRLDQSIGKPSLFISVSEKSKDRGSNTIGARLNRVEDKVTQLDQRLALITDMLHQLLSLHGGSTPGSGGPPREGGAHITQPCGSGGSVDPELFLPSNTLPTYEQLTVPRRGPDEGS
KCNQ1 pot = potentiators or activators of KCNQ1 channel, primary screen, cell-based, thallium flux, high-throughput. Potassium voltage-gated channel subfamily KQT member 1 (Homo sapiens), P51787. CHO-K1 KCNQ1, thallium flux FluxOR fluorescence; hits give high values. B-score at 10 µM. actives 0.35% (n = 310,000);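 active means fluorescence ratio B-score, a plate-corrected score, at least three library SD, with initial intensity B-score within 5 SD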
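Assay system: CHO-K1 cells stably expressing KCNQ1; Medium: assay buffer with matched DMSO; Also added: K+/Tl+ depolarizing stimulus; Dosing: single dose; Timing: dye 90 min, compound 20 min, room temperature; Measured by: kinetic FluxOR thallium fluorescence, 10-s 1-Hz baseline, 110-s post-stimulus read; Read-out: peak-minus-minimum fluorescence over initial fluorescence, negative-control normalized, B-scored.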
Active calls of the source: *; i = inactive; . = not tested or not shown; & = joins results of further samples; ! = not confirmed by another sample.

compound,hERG protect,GSK3A inh,KCNK3 block,GSK3B inh,KCNQ1 pot,KCNK9 block,Dyrk1A ADPGlo,RGS4 act,RGS4 block,PolyA inhibitor,KCNQ1 block
CCOC(=O)Cc1csc(NC(=O)c2cc(C)on2)n1,-3,0,i,1,i,i,-1,i,i,i,i
CN(C)CCCN(C(=O)c1ccc(C(=O)c2ccccc2)cc1)c1nc2ccc(F)cc2s1,-24,-5,i,-3,i,i,4,i,i,i,i
CN(Cc1cccc(F)c1)C(=O)c1ccc(S(=O)(=O)C(F)F)cc1,-6,0,i,0,i,i,-8,i,i,i,i
Cc1ccc(C(=O)NNC(=O)CSc2nnc3c(n2)[nH]c2ccc(C)cc23)cc1,1,10,i,2,i,i,3,i,i,i,i
COc1ccccc1C1=NNC(=NCc2ccccc2)SC1,-12,-2,i,-2,i,i,-1,i,i,i,i
CCn1c(COc2ccc(=O)n(-c3ccccc3)n2)nnc1SCc1ccc(OC)cc1,-7,1,i,1,i,i,-5,i,i,i,i
CN(C(=O)Cn1cc(C#N)c2ccccc21)c1ccccc1,-2,-4,i,2,i,i,1,i,i,i,i
Cn1ncc(Br)c1C(=O)Nc1ccc(Br)cn1,-6,-4,i,-1,i,i,.,i,i,.,i
Cc1ccc(F)cc1NC(=S)NCCc1ccccc1,-7,0,i,2,i,i,3,i,i,i,i
Cc1ccc(NC(=O)c2ccco2)c([N+](=O)[O-])c1,-7,-2,i,4,i,i,2,i,i,i,i
COc1ccc(C(=O)OCCN2CCN(C3=NS(=O)(=O)c4ccccc43)CC2)cc1OC,-4,2,i,1,i,i,-1,i,i,i,i
Cc1ccc(Nc2nc(CSc3nnc(-c4cccnc4)n3-c3ccccc3C)cs2)cc1,-14,-1,i,5,i,-9.9*,-8,i,i,i,i
COc1ccc(O)c(C2=Nc3ccccc3N=C(c3ccccc3)C2)c1,-4,-1,i,-2,i,i,4,i,i,i,i
Nc1cc(=O)[nH]c(SCc2nnc(-c3ccccc3)o2)n1,-7,-39,i,0,i,i,3,i,i,i,i
CCN(CC)CCCNc1cc(C(F)(F)F)c(C#N)c2nc3ccccc3n12,-10,5,i,-7,i,i,2,i,i,i,i
Cc1ccc(S(=O)(=O)/C(C#N)=C/c2c(N3CCN(C)CC3)nc3c(C)cccn3c2=O)cc1,-5,.,i,1,i,i,5,i,i,i,i
CCn1c(=O)c(C(=O)CN2c3ccccc3CC2C)c(N)n(Cc2ccccc2)c1=O (configuration not stated),-7,0,i,3,i,i,-6,i,i,i,i
Cc1ccc(-c2nnc(SCC(=O)N/N=C/c3ccccc3C(=O)O)n2-c2ccc(Cl)cc2)cc1,1,2,i,2,i,i,-1,i,i,i,i
Nc1ccc(S(=O)(=O)Nc2ccc(C(=O)c3ccccc3)cc2)cc1,-6,-8,i,-3,i,i,.,i,i,i,i
CCN1CCN(C(=O)C2CCCN(S(=O)(=O)c3cc(Cl)ccc3Cl)C2)CC1 (configuration not stated),-9,1,i,-1,i,i,-4,i,i,i,i
Cn1cnc2cc(NC(=O)c3cccs3)ccc21,-8,1,i,1,i,i,2,i,i,i,i
CN(C)Cc1nnnn1-c1cccc(-n2nnnc2CN(C)C)c1,-5,-1,i,4,i,i,-7,i,i,i,i
Cc1ccc(NC(=O)CCSCCc2ccccn2)cc1,-12,-4,i,3,i,i,2,i,i,i,i
COc1ccc(N2CCN(C(=O)c3ccc(CNS(=O)(=O)c4cccc(OC)c4)cc3)CC2)cc1,-16,-4,i,-2,i,i,0,i,i,i,i
CCCCCCC(=O)N/N=C/c1ccc(Br)cc1,-7,-2,i,0,i,i,-4,i,i,.,i

Rewritten with two lines to a compound: part of the list above
Sequence of screens – hERG protect	GSK3A inh	KCNK3 block	GSK3B inh	KCNQ1 pot	KCNK9 block	Dyrk1A ADPGlo	RGS4 act	RGS4 block	PolyA inhibitor	KCNQ1 block
CN(Cc1cccc(F)c1)C(=O)c1ccc(S(=O)(=O)C(F)F)cc1
  -6	0	i	0	i	i	-8	i	i	i	i
Cc1ccc(C(=O)NNC(=O)CSc2nnc3c(n2)[nH]c2ccc(C)cc23)cc1
  1	10	i	2	i	i	3	i	i	i	i
COc1ccccc1C1=NNC(=NCc2ccccc2)SC1
  -12	-2	i	-2	i	i	-1	i	i	i	i
CCn1c(COc2ccc(=O)n(-c3ccccc3)n2)nnc1SCc1ccc(OC)cc1
  -7	1	i	1	i	i	-5	i	i	i	i
CN(C(=O)Cn1cc(C#N)c2ccccc21)c1ccccc1
  -2	-4	i	2	i	i	1	i	i	i	i

More structures follow.
compound,hERG protect,GSK3A inh,KCNK3 block,GSK3B inh,KCNQ1 pot,KCNK9 block,Dyrk1A ADPGlo,RGS4 act,RGS4 block,PolyA inhibitor,KCNQ1 block
Cc1nc2ccc([N+](=O)[O-])cc2c(=O)n1Cc1cccc(Br)c1,-2,.,i,-1,i,i,-4,i,i,i,i
Cc1n[nH]c(=S)n1-c1ccccc1,-9,0,i,2,i,i,-1,i,i,i,i
CC1=NN(C(C#N)c2ccc([N+](=O)[O-])cc2)C(C)(C)C1 (configuration not stated),-3,0,i,1,i,i,.,i,i,i,i
Cc1ccc(N2CC(NC(=O)C3CC3)CC2=O)cc1 (configuration not stated),-9,-2,i,0,i,i,8,i,i,i,i
O=C(Nc1cccc(NC(=O)c2ccccc2Cl)c1)c1cccs1,-2,0,i,3,i,-13*,9,i,i,i,i
O=C(Nc1cccc(F)c1)c1ccccc1,-5,1,i,-5,i,i,2,i,i,i,i
Cc1ccc(S(=O)(=O)Nc2ccc(Cl)cc2)cc1NC(=O)Cn1cnc2c1c(=O)n(C)c(=O)n2C,-7,-4,i,3,i,i,-3,i,i,i,i
CCC(=O)N1CCN(c2ccc(OC)cc2[N+](=O)[O-])CC1,-8,0,i,1,i,i,8,i,i,i,i
O=[N+]([O-])c1ccc(C(=Nc2cccc3ccccc23)N2CCOCC2)cc1,-13,-1,i,13,i,i,-4,i,i,i,i
C#CCOCCOCCOCCNc1nc(N2CCN(C(=O)[C@H]([C@@H](C)CC)n3cc([C@@H](N)CO)nn3)CC2)nc(N2CCN(C(=O)[C@H](Cc3ccc(O)cc3)n3cc([C@@H](N)C(C)CC)nn3)CC2)n1 (some centres not stated),-3,0,i,2,i,i,5,i,i,i,i
COc1cc(C2c3sc(=O)[nH]c3SC3C4CCC(C4)C23)ccc1O (configuration not stated),-8,78*,i,3,i,i,0,i,i,i,i
CCOCCOC(=O)c1[nH]c2c(c1C)C(=O)CC(c1ccc(N(C)C)cc1)C2 (configuration not stated),-14,1,i,1,i,i,6,i,i,i,i
COc1ccc(OCC(O)CN2CCCCC2)cc1 (configuration not stated),-7,-3,i,3,i,i,-1,i,i,i,i
O=C(NCC(=O)N(Cc1ccco1)C(C(=O)NC1CCCCC1)c1cccnc1)c1ccco1 (configuration not stated),-7,2,i,-3,i,i,-7,i,i,i,i
O=C(Nc1ccccc1N1CCN(c2ccccc2)CC1)c1ccccc1F,-2,-2,-9.7*,-2,i,i,2,i,i,i,i
CCc1ccc(NC(=O)Cn2c(=O)n(CCC(=O)NC3CCN(Cc4ccccc4)CC3)c(=O)c3ccccc32)cc1,-14,.,i,-1,i,i,10,i,i,i,i
COc1ccccc1-n1c(-c2ccccc2)c[n+]2c1CCc1ccccc1-2,-20&-20,0&0,-9.5*!,-1&-1,i,-7.8*,-2,-7.9*!,i,i,9*!
CC1Cc2ccccc2N1C(=O)CN1CCc2ccccc2C1 (configuration not stated),-13,-1,i,1,i,i,10,i,i,i,i
CC1(c2ccccc2)CC(C)(C)N2C(=O)/C(=C3\SC(=S)NC3=O)c3cccc1c32 (configuration not stated),-6,-4,i,1,81*,i,-7,i,i,i,i
Cc1ccc(S(=O)(=O)N2CCN(C(=O)CCC(=O)OCC(=O)Nc3cccc(C#N)c3)CC2)cc1,-11,-2,i,1,i,i,-1,i,i,i,i
CCN(c1ccccc1)S(=O)(=O)c1nnc(NC(=O)c2ccco2)s1,-1,-1,i,-1,i,i,-1,i,i,i,i
O=C(NCCS(=O)(=O)NCc1ccccc1)c1ccc2c(c1)OCO2,-13,-1,i,5,i,i,-4,i,i,i,i
C/C(=N/NC(=O)Cc1cccn1C)c1ccccc1,-10,13,i,0,i,i,2,i,i,i,i

Bioassay records deposited in PubChem by several laboratories.

A portion of the library, so the mix of outcomes need not match the whole.
